Screening data (PubChem BioAssay)
TRAIL sens C8: sensitizes caspase-8 expressing cells to TRAIL; NB7+C8 cells + TRAIL, ATPlite viability luminescence; inhibition (viability loss, TRAIL sensitization), % at 10 µM; 1% of 360,000 active;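 active means compounds causing at least 50% loss of cell viability in the single-dose screen, relative to plate controls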
CF NFkB inh: inhibitors of cystic fibrosis induced NF-kB; AID 588850; inhibition, % at 5 µM; KKLEB NF-kB-GFP reporter, PAF-induced, GFP fluorescence overnight; 0.86% of 360,000 active;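 active means at least 50% inhibition at 5 µM, scaled per plate between neutral and stimulator controls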;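 further: PAF is a Pseudomonas aeruginosa culture filtrate used as stimulus; plate controls were PAF-stimulated DMSO wells for no effect and unstimulated DMSO wells for full effect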
NCOA1 inh: inhibits human SRC1 coactivator; Q15788; HEK293 GAL4-SRC1 luciferase reporter, luminescence; inhibition, % at 3.6 µM; 0.12% of 360,000 active;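 active means inhibition above the campaign mean plus 3 SD, with each screening campaign given its own cutoff, cut at about 60% in these data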;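 further: 0% = DMSO treated cells and 100% = gossypol at 36 µM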
Shn3 3UTR inh: reduces Shn3 3'UTR luciferase signal in osteoblasts; Clone20 osteoblast Shn3 3'UTR firefly luciferase, 24 h; inhibition, % at 12.5 µM; 0.52% of 360,000 active;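 active means mean inhibition of at least 75% with every replicate also reaching 75%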;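 further: 0% = median of neutral control wells and 100% = pilot-screen positive control compound; some compounds past the cut are filed as inactive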
TWEAK-Fn14 inh: inhibitors of TWEAK-Fn14 interaction signaling; TWEAK-stimulated Fn14 reporter cells, luciferase luminescence, 8 h; inhibition, % at 10 µM; 2% of 360,000 active; in the data active means inhibition above about 50%
NCOA3 inh: inhibits human SRC3 coactivator; Q9Y6Q9; HEK293 GAL4-SRC3 luciferase reporter, luminescence; inhibition, % at 3.6 µM; 0.17% of 360,000 active; AID 588352;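 active means inhibition above a per-campaign cutoff, the mean of all compounds plus 3 SD, cut at about 60% in these data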;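 further: 0% = DMSO-treated cells and 100% = gossypol-treated cells at 36 µM; higher means less SRC3-driven luciferase light from the GAL4 reporter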
NR2F2 inh: blocks human COUP-TFII nuclear receptor | P24468 | HEK293T NGFI-A luciferase reporter, luminescence | inhibition, % at 8.6 µM | 0.7% of 370,000 active;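 active means inhibition above a per-plate cutoff, mean inhibition of test wells between control levels plus 3 SD, cut at about 38% in these data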;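 further: cells cotransfected with COUP-TFII expression vector driving the NGFI-A reporter; 0% = median of COUP-TF2 test wells and 100% = reporter-only cells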
Target sequence (P24468 whole entry, looked up): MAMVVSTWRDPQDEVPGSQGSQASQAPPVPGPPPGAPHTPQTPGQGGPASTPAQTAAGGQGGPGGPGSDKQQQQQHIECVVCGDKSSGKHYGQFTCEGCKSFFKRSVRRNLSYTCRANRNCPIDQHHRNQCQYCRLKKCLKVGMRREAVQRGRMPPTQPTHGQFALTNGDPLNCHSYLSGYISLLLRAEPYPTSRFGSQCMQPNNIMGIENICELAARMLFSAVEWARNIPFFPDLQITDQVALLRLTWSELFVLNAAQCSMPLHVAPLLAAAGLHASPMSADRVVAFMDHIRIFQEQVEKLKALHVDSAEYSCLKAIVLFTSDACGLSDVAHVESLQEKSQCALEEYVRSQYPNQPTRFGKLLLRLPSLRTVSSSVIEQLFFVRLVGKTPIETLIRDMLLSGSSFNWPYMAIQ
TROY signal inh: blocks TROY-dependent signaling in reporter cells | 0.98% of 360,000 active | inhibition, % at 10 µM | Q293 LMP1-TROYcd NF-kB luciferase reporter, 4 h;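 active means compounds whose plate-normalised and pattern-corrected inhibition of the luciferase reporter signal at the single screening dose is 50% or more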
KKLEB cytotox: counter-screen for CF NF-kB inhibitors: cytotoxicity; KKLEB CF airway cells viability, ATPlite luminescence, overnight; active compounds read low; cells stimulated with P. aeruginosa culture filtrate; activity change (cytotoxicity), % at 5 µM; 0.36% of 360,000 active; AID 602141;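 active means corrected activity change at or below -50% at 5 µM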
NR5A2 inv ag: NR5A2 inverse agonism in reporter assay; O00482; HEK293T StAR-luciferase reporter, LRH-1 transfected, 24 h; inhibition, % at 3.6 µM; 0.13% of 360,000 active; AID 602396;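 active means inhibition above the mean inhibition of all tested compounds plus 3 SD, cut at about 73% in these data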;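 further: 0% = DMSO wells and 100% = reporter-only cells lacking LRH-1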
Target sequence (O00482 whole entry, looked up): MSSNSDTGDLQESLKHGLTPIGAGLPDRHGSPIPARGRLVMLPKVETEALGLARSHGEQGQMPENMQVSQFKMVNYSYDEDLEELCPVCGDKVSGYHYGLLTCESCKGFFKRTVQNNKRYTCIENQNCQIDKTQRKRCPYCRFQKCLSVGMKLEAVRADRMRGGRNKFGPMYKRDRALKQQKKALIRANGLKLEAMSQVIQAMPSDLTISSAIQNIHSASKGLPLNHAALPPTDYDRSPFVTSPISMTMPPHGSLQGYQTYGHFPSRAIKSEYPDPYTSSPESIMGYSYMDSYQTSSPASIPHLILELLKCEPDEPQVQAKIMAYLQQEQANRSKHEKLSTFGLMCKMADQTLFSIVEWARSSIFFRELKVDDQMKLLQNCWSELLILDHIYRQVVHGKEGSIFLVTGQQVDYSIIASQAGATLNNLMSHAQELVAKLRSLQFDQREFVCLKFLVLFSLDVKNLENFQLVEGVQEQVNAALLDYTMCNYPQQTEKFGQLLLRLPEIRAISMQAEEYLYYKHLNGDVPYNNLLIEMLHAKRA
EBV LMP1 NFkB: Epstein-Barr LMP1 NF-kappaB reporter inhibition. LMP1-induced NF-kappaB luciferase reporter cells, luminescence. inhibition, % at 12.5 µM. 0.69% of 350,000 active. AID 504558; in the data active means inhibition above about 41%;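 further: 0% = neutral control wells and 100% = reference inhibitor control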
Numbers without * were called inactive; · = no result given. A portion of the library, so the mix of outcomes need not match the whole.

SMILES | TRAIL sens C8 | CF NFkB inh | NCOA1 inh | Shn3 3UTR inh | TWEAK-Fn14 inh | NCOA3 inh | NR2F2 inh | TROY signal inh | KKLEB cytotox | NR5A2 inv ag | EBV LMP1 NFkB
CCn1c(SCC(=O)N/N=C(\C)c2ccco2)nnc1-c1ccccc1 | -1.6 | -11.0 | -2.4 | -9.9 | 1.4 | 14.6 | 4.7 | -2.5 | 14.5 | -2.7 | 10.3
CCOc1ccc(S(=O)(=O)N2CCCCCC2)cc1 | -15.4 | -4.4 | -0.9 | -1.6 | 20.0 | 12.5 | 1.7 | -39.9 | 3.4 | 5.4 | -17.1
CCOc1ccc(C2Sc3ccccc3NC3=C2C(=O)OC3)cc1 (stereo not drawn) | -3.7 | -13.7 | -35.2 | -15.8 | 38.3 | 5.4 | -3.4 | 45.7 | 16.6 | -23.3 | -9.1
CC1=CC(=O)C(C(C)=Nc2cccc(Cl)c2)C(=O)O1 (stereo not drawn) | 1.2 | -8.8 | -20.7 | 5.7 | -0.1 | 1.6 | 4.2 | 8.3 | 18.2 | 1.1 | -1.2
CC(C)(C)c1cc(NC(=O)CCl)n(-c2ccccc2)n1 | 2.4 | -19.2 | 8.2 | -0.2 | 19.5 | 20.3 | -22.8 | -2.9 | 5.6 | 21.3 | -3.6
CCC(Sc1nnc(-c2ccc(C)c(Cl)c2)n1CC)C(=O)Nc1nccs1 (stereo not drawn) | 5.2 | -18.5 | -11.4 | 44.4 | 28.7 | 12.8 | 6.4 | 36.2 | 4.7 | 13.6 | 8.5
O=C(Cn1ncc2c(=O)oc3ccccc3c21)N1CCc2ccccc2C1 | -1.4 | 21.6 | 10.8 | -3.3 | -10.4 | 7.9 | -9.9 | 5.8 | -5.3 | -7.1 | -23.0
COC(=O)c1ncn(C2OC(COC(C)=O)C(OC(C)=O)C2OC(C)=O)n1 (stereo not drawn) | -7.4 | 1.1 | -8.4 | -8.6 | -2.0 | 6.8 | -11.4 | 12.8 | 7.5 | -0.5 | 5.7
Nc1cc2ccccc2oc1=O | -6.2 | -2.5 | 1.3 | 14.9 | 16.2 | 9.1 | 1.6 | 9.7 | 0.8 | 10.5 | 5.5
Cc1ccc(NC(=S)NC(=O)C2CCCC2)c(Br)c1 | 27.3 | 22.4 | -105.5 | -131.1 | -16.2 | -86.3 | -37.0 | -6.2 | -3.0 | -106.5 | -57.5
Cc1ccc(C(=O)COC(=O)CCN2C(=O)C3C4CCC(C4)C3C2=O)cc1C (stereo not drawn) | -8.8 | 6.1 | -11.8 | 19.9 | -5.7 | 16.6 | 5.1 | -51.5 | -17.6 | -1.8 | -3.7
O=C(CNC(=O)c1ccccc1)NCC(=O)OCC(=O)c1ccc([N+](=O)[O-])cc1 | -8.4 | -13.6 | 8.6 | -22.4 | -1.7 | 7.9 | -11.1 | -0.4 | -0.5 | 5.9 | -4.5
N#CCCN(Cc1cccnc1)C(=S)NCc1ccco1 | -8.6 | 19.7 | 11.5 | -0.2 | -0.9 | 9.1 | -4.3 | -24.4 | -12.4 | 2.2 | -3.7
CCOc1ccc2nc(NC(=O)CSc3cn[nH]n3)sc2c1 | 31.0 | 27.8 | -76.7 | -31.8 | -6.8 | -95.5 | -61.5 | -27.9 | 13.0 | -40.8 | -1.5
C=CCNC(=O)c1onc(CSc2ccc(C)c(C)c2)c1C(=O)O | -10.2 | -27.4 | -4.1 | 12.9 | -16.4 | 2.5 | 9.7 | -2.7 | 3.4 | 9.8 | -5.7
C=C(C)Cn1c(SCC(=O)O)nnc1-c1ccc(C(C)(C)C)cc1 | 8.1 | 7.3 | -64.3 | 4.5 | -2.2 | -1.1 | -5.3 | -5.5 | -2.2 | 27.8 | -1.1
COCCCNC(=S)N1CCN(Cc2ccc3c(c2)OCO3)CC1 | 1.8 | 19.1 | -6.0 | 8.2 | 9.0 | 15.2 | -0.9 | -13.9 | -6.3 | -12.4 | 2.4
O=C(O)CN(Cc1ccco1)S(=O)(=O)c1ccccc1 | -17.3 | 0.9 | -18.6 | -14.6 | -9.6 | 7.7 | -2.4 | 44.3 | -14.0 | 8.2 | 6.9
Cc1cc(C(=O)NNC(=O)C2CCCC2)c(C)o1 | 12.2 | -2.3 | -17.7 | -5.5 | -0.7 | 10.8 | -3.6 | 13.0 | -3.7 | -2.1 | -2.2
N#C/C(=C(/O)COc1ccccc1)c1nnc2n1CCCCC2 | -1.2 | 15.7 | -1.4 | -1.9 | 31.1 | 19.6 | -0.5 | 1.5 | -7.7 | -6.0 | 2.3
CC(=O)c1cc(-c2ccccc2)n(CC(=O)Nc2cc(C)cc(C)c2)c1C | -7.6 | 11.6 | 1.2 | 33.7 | 10.4 | -6.4 | 1.0 | -20.1 | -1.6 | 3.9 | -5.0
O=S(=O)(Nc1ccc(Cl)cn1)c1ccc2c(c1)OCCO2 | -11.5 | -24.7 | -20.3 | -8.5 | 11.6 | 5.3 | -13.8 | 2.7 | 10.8 | 5.2 | -3.7
O=C(Nc1cccc2cccnc12)c1cccnc1 | 3.6 | -65.0 | -13.5 | -19.5 | -5.4 | -2.4 | 19.7 | 2.4 | 5.1 | 1.9 | -0.3
Cc1ccc(NC(=O)CSc2nc3[nH]c(=O)cc(O)c3s2)c(Br)c1 | -1.4 | -4.0 | -3.3 | -10.7 | -0.1 | 17.3 | 14.7 | 3.9 | 3.3 | 52.9 | -8.4
O=C(/C=C/c1cccc([N+](=O)[O-])c1)c1ccc([N+](=O)[O-])o1 | 45.9 | 97.0* | -3.1 | 97.4* | 97.9* | 21.1 | 12.6 | 72.5* | -88.7* | -13.4 | 13.5
COc1cc2c(cc1OC)C(Nn1cnnc1)=NC1(CCCC1)C2 | 3.5 | 12.8 | 13.7 | 21.7 | 7.1 | 0.0 | 28.2 | -7.9 | -6.0 | -1.0 | 0.3
N#C/C(=C1\CCCN1)c1nc2ccccc2c(=O)[nH]1 | -11.3 | -7.8 | -15.5 | -0.9 | -14.2 | 7.8 | 2.4 | 25.4 | -9.2 | 17.1 | -1.4
O=C(Nc1ccccc1F)C1CCCN(S(=O)(=O)c2cccc3cccnc23)C1 (stereo not drawn) | 13.0 | 12.4 | 7.4 | -1.1 | 19.4 | -1.5 | 5.3 | 6.9 | 7.6 | 12.3 | 5.1
CN(C)c1ccc(-c2nnn(CC(=O)Nc3ccccc3N3CCOCC3)n2)cc1 | -9.1 | -14.9 | -12.1 | 3.9 | -9.8 | 8.3 | -12.0 | 12.1 | -15.9 | 11.1 | 6.9
C=CCn1c(=NC(=O)c2cccc(N3C(=O)CCC3=O)c2)sc2cccc(OC)c21 | 1.5 | 18.3 | -7.7 | 40.0 | 29.9 | -11.8 | -0.8 | 4.4 | -2.3 | 2.3 | -6.3
CC1CN(Cc2ccc(C#N)cc2Cl)CC(C)O1 (stereo not drawn) | 6.1 | 0.5 | 3.7 | -2.2 | 8.3 | 12.9 | 12.2 | 14.5 | 1.9 | 17.5 | 0.1
CN1CCN(S(=O)(=O)c2ccc(Br)c3ccccc23)CC1 | -6.1 | 2.0 | -17.9 | 6.2 | 6.6 | -8.6 | 2.6 | -7.1 | -7.5 | -0.7 | -1.5
O=C(CN1CCN(Cc2ccccc2)CC1)c1ccccc1 | -16.1 | 2.8 | 5.0 | -4.3 | 21.0 | -5.1 | -7.8 | · | 5.2 | -13.6 | 2.2
COc1ccccc1N1CCN(C(=O)CSc2nc(C)c(Cc3ccccc3)c(=O)[nH]2)CC1 | -3.1 | 19.0 | 9.2 | 8.3 | 8.3 | 11.4 | -19.3 | 22.6 | 15.2 | -10.6 | -9.1
CCN(C(C)=O)c1cccc2ccccc12 | -1.5 | -17.2 | 3.5 | 1.4 | -7.6 | 13.4 | · | -16.2 | 0.1 | 2.0 | 4.0
COc1ccccc1NC(=O)CSc1nnc(C)n1CC1CCCO1 (stereo not drawn) | -2.3 | -6.2 | 10.6 | -6.5 | 19.1 | -18.7 | 0.4 | -19.8 | 5.4 | 26.4 | 3.8
COc1ccccc1C(=O)C1CCCN(C(=O)c2snnc2C)C1 (stereo not drawn) | 19.5 | -1.4 | -10.7 | 7.9 | -0.8 | 7.3 | -22.1 | 6.5 | -10.1 | 7.2 | 2.1
O=C(CSc1nc2ccccc2nc1N1CCCC1)Nc1ccc(F)cc1 | 19.3 | 12.2 | 3.4 | 2.2 | 7.1 | -7.9 | 2.0 | 3.5 | -1.5 | -25.9 | 2.1
CC(=NNS(=O)(=O)c1ccc(C)cc1)c1ccncc1 | -4.6 | 28.8 | -22.5 | 8.7 | 4.6 | 9.6 | 8.3 | -0.1 | -6.0 | -7.1 | -7.9
CC(C)CC1NC(=O)N(CC(=O)N2CCN(S(=O)(=O)c3ccc(Cl)cc3)CC2)C1=O (stereo not drawn) | 2.5 | 22.0 | 13.0 | -11.4 | -4.3 | -1.2 | 24.8 | 6.5 | -9.5 | -2.4 | -9.6
COc1cc(N2C(=O)c3ccccc3C2=O)c(Cl)cc1C(=O)OCC(=O)N1CCOCC1 | 5.3 | -0.3 | -36.0 | -4.9 | 16.7 | -14.4 | -13.4 | 1.2 | 9.8 | 20.2 | -5.2
O=C(C[C@@H]1NS(=O)(=O)OC2CCCCC21)c1ccccc1 (stereo partly drawn) | -12.8 | 6.1 | -9.8 | -18.5 | -0.8 | 1.7 | 12.5 | -3.9 | -11.8 | 3.4 | -4.6
CCn1nc(C)cc1C(=O)OCC(=O)c1ccc(Cl)cc1 | -15.2 | 7.3 | -6.7 | 6.8 | -14.6 | 13.7 | -1.3 | -27.5 | 14.0 | -1.8 | 2.2
Cc1ccc(NC(=O)CN(C)C(=O)/C=C/c2cccs2)cc1 | -10.9 | 13.1 | -11.7 | -18.4 | -11.7 | -3.7 | 10.7 | -22.3 | 3.3 | -29.0 | -11.4
CCOc1ccc(/C=N/Nc2cc(C)nc(N3CCOCC3)n2)cc1 | 7.1 | -17.2 | -26.1 | 0.6 | -20.2 | 11.8 | -25.3 | -42.5 | -2.5 | -19.4 | -3.9
COc1ccc(NC(=O)N(C)C[C@H]2Oc3c(NC(=O)C4CCCCC4)cccc3C(=O)N([C@H](C)CO)C[C@@H]2C)cc1 | -4.6 | -20.2 | -16.5 | 5.9 | 14.2 | 7.5 | 6.2 | 4.5 | 5.9 | -3.6 | 8.5

Grouped by structure, those above containing bromine (3)
SMILES | TRAIL sens C8 | CF NFkB inh | NCOA1 inh | Shn3 3UTR inh | TWEAK-Fn14 inh | NCOA3 inh | NR2F2 inh | TROY signal inh | KKLEB cytotox | NR5A2 inv ag | EBV LMP1 NFkB
Cc1ccc(NC(=S)NC(=O)C2CCCC2)c(Br)c1 | 27.3 | 22.4 | -105.5 | -131.1 | -16.2 | -86.3 | -37.0 | -6.2 | -3.0 | -106.5 | -57.5
Cc1ccc(NC(=O)CSc2nc3[nH]c(=O)cc(O)c3s2)c(Br)c1 | -1.4 | -4.0 | -3.3 | -10.7 | -0.1 | 17.3 | 14.7 | 3.9 | 3.3 | 52.9 | -8.4
CN1CCN(S(=O)(=O)c2ccc(Br)c3ccccc23)CC1 | -6.1 | 2.0 | -17.9 | 6.2 | 6.6 | -8.6 | 2.6 | -7.1 | -7.5 | -0.7 | -1.5
